bIAP activator = intestinal alkaline phosphatase (bovine) activation; actives 0.17% (n = 200,000); purified bovine IAP, CDP-star luminescence, 30 min; hits give high values; fold of DMSO-control signal, blank-subtracted; AID 1016; activation factor at 20 µM;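 active = activation factor of 2 or more at 20 µM, a signal rise over negative controls twice the positive control's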
bIAP inh = blocks bovine intestinal alkaline phosphatase activity; purified bovine IAP, CDP-star luminescence, 30 min; inhibition, % at 20 µM; 190,000 tested, under 10 active;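 active = over 50% inhibition of intestinal alkaline phosphatase at 20 µM in the single-dose screen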
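Incubation: 30 min reaction at room temperature / Material: purified bovine intestinal alkaline phosphatase (IAP) enzyme / Input: enzyme at 1/65,000,000 dilution / Dosing: 20 µM single dose / Signal: CDP-star luminescence signal / Reagent: CDP-star chemiluminescent phosphatase substrate, 30 µM final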
TNAP inh no acc = TNAP (human) inhibition, acceptor-free conditions; actives 0.26% (n = 200,000); inhibition, % at 20 µM; purified TNAP, CDP-star luminescence, 30 min;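 active = tissue-nonspecific alkaline phosphatase inhibition above about 50% at 20 µM in the single-dose screen, limit read from the data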;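 note: 0% = DMSO negative control and 100% = EDTA positive control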
Target sequence (P05186 whole entry, looked up): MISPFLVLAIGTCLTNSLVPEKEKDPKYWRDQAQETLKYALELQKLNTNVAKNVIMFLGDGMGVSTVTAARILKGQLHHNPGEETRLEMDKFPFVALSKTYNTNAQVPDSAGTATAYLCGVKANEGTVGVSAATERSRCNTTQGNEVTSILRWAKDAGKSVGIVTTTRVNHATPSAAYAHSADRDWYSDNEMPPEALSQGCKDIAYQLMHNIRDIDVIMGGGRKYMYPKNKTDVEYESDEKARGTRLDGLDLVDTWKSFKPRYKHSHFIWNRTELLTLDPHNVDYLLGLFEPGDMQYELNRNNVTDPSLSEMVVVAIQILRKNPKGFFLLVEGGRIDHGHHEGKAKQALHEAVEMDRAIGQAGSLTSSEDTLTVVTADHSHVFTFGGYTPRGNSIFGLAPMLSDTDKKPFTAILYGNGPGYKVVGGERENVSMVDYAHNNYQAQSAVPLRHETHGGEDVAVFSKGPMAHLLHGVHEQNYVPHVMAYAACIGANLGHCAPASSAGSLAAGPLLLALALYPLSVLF
L major viab = reduces viability of Leishmania major promastigotes; inhibition, % at 10 µM; resazurin fluorescence viability; AID 1063; actives 9% (n = 200,000); in the data active = inhibition above about 50%;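 note: promastigotes grown with compound for 44 hours at 28 °C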
FLuc stim CS = affects firefly luciferase, flagging false hits in luciferase stimulation screens. ATPlite luciferase biochemical, luminescence, 10 min; 0 = ATP-free wells, 1 = DMSO control. activation factor at 10 µM. 200,000 tested, under 10 active;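 active = luciferase activation factor, scaled between plate controls, of at least 2 with compound at 10 µM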
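Assay system: Luciferase/luciferin detection reagent, cell-free biochemical luciferase assay / Read-out: luciferase activation / Benchmarks: No-ATP low control, compound-free enzyme-plus-ATP high control / Medium: PBS buffer for ATP / Detection: luminescence measurement of luciferase light output / Schedule: 10 min at ambient temperature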
APP transl inh = APP translation inhibition; inhibition, % at 2 µM; SH-SY5Y APP 5'UTR-luciferase reporter, luminescence; AID 1285; actives 0.82% (n = 190,000);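 active = inhibition above a set limit, derived from the sample mean plus 3 SD, cut at about 45% in these data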; note: values of inactives mirror those of a sister screen read the other way
TNAP act hi DEA = activators of human TNAP at high phosphate acceptor concentration. P05186. purified TNAP, CDP-star luminescence, 1 M DEA, 30 min; hits give high values; 0 = EDTA background, 1 = DMSO-only activity. activation factor at 20 µM. 200,000 tested, under 10 active. AID 1136;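 active = activation factor at least 2 at 20 µM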
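Assay system: human TNAP; Input: enzyme diluted 1/800 final; Reagent: CDP-star luminogenic substrate at 100 µM final; Timing: 30 min, room temperature; Signal: luminescence; Evaluation: TNAP activation factor scaled between EDTA and DMSO control wells.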
RAM inhibit = inhibitors of the yeast RAM network; S. cerevisiae dse1pr::URA3 reporter, 5-FOA growth OD615, 2 d; analog-sensitive cbk1-as2 kinase mutant strain; inhibition, % at 50 µM; actives 1.8% (n = 190,000); AID 868;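 active = inhibition above a set limit, 3 SD over mean compound inhibition, cut at about 8.4% in these data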;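 note: 0% = DMSO-only wells with no growth and 100% = 10 µM 1-NA-PP1 full growth; inhibition rescues growth on 5-FOA so higher OD means more RAM inhibition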
TNAP inh hi DEA = blocks human TNAP under high phosphate acceptor concentration. actives 0.03% (n = 200,000). inhibition, % at 20 µM. P05186. AID 1135. purified TNAP, CDP-star luminescence, 1 M DEA;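 active = over 50% inhibition of tissue-nonspecific alkaline phosphatase at 20 µM in the single-dose screen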;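 note: plate controls were DMSO wells for no effect and EDTA-quenched wells as full inhibition for full effect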
FLuc inh counter = inhibits firefly luciferase, flagging false hits in luciferase inhibition screens; P08659; ATPLite firefly luciferase biochemical luminescence, 10 min; inhibition, % at 10 µM; actives 1.5% (n = 200,000);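 active = inhibition above about 50% when tested at 10 µM, limit read from the data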
An asterisk follows results filed as active; nt = no result given.

The line under a structure holds: bIAP activator	bIAP inh	TNAP inh no acc	L major viab	FLuc stim CS	APP transl inh	TNAP act hi DEA	RAM inhibit	TNAP inh hi DEA	FLuc inh counter
- Cc1ccc(NS(=O)(=O)c2ccc(/C=C/C(=O)O)cc2)cc1Cl
    1.1	-5	-15	-6	1	8	1	5.4	-3	-1
- CCOC(=O)C1CCCN(C(=O)c2ccc3c(c2)OCO3)C1 (stereo not given)
    0.9	14	-7	-5	1	0	1	0.6	-1	-5
- CCc1ccc2[nH]c(=O)c(C(c3nnnn3CC3CCCO3)N3CCCc4ccccc43)cc2c1 (stereo not given)
    1.2	-16	-4	18	1	-18	1	-0.1	0	-3
- CCOc1ccc(OCCSc2nc3ccccc3[nH]2)cc1
    1	5	-25	11	1	-3	1	1.6	-4	-2
- Cc1onc(-c2ccccc2Cl)c1C(=O)NCCN1Cc2ccccc2C1=O
    1.2	-17	-11	1	1	-1	1	1.2	-4	2
- O=C(CCn1cccc1)Nc1nccs1
    1	4	-11	-3	1.1	8	1	-0.4	-4	-6
- CCCCc1nnc(NC(=O)CSc2nc(=O)cc(N)n2-c2cccc(C)c2)s1
    1	-1	21	0	1	12	1.1	4.2	-6	-5
- CC(C)Sc1nnc(Nc2ccccc2)s1
    0.7	33	-9	8	0.8	-71	1.1	-0.7	-7	21
- Cc1ccc(Cl)cc1NC(=O)COC(=O)CC1CC2CCC1C2 (stereo not given)
    0.5	48	-24	-7	1.1	-1	1	1.2	-4	-8
- CCC(C(=O)OCC(=O)NC(=O)NC(C)(C)C)c1ccccc1 (stereo not given)
    1.1	-12	-7	-2	1	-28	1	1.4	-4	0

Continued:
The line under a structure holds: bIAP activator	bIAP inh	TNAP inh no acc	L major viab	FLuc stim CS	APP transl inh	TNAP act hi DEA	RAM inhibit	TNAP inh hi DEA	FLuc inh counter
- Cc1nn(C)cc1/C=N/NC(=S)Nc1ccc(Cl)cc1Cl
    0.9	9	0	-8	1	-3	1	1.5	3	4
- Cc1ccc2[nH]c(SCC(=O)N3CCOCC3)nc2c1C
    1.1	-11	-6	-6	1	-23	1	-0.1	-3	-4
- CN(C)c1ccc(C(=S)N2CCN(Cc3ccccc3)CC2)cc1
    1	5	-5	20	1.1	15	1.1	1.6	-5	-7
- CNC(=O)Cc1nc2ccccc2n1CC(=O)Nc1cc(C)cc(C)c1
    0.9	9	-14	-5	1.1	-12	1	-0.4	-4	-6
- O=C(NCc1ccccc1)c1ccc(Br)o1
    0.9	11	-5	-7	1	5	1.1	0.5	-6	-2
- Cc1cc(-c2n[nH]c(=S)n2-c2ccccc2C)cs1
    1	-1	-7	-5	0.9	-30	1	0.7	-2	13
- N#Cc1ccc(OCC(=O)N/N=C2/CC(c3ccccc3)Oc3ccccc32)cc1 (stereo not given)
    0.3	nt	12	53*	1.1	-6	1	2.4	-2	-13
- Cc1ccc(C(=O)N2c3ccccc3CC2C)o1 (stereo not given)
    0.9	10	-6	1	0.5	-134	1	-0.6	-5	46
- O=Cc1cn(CC(=O)N2CCCCC2)c2ccccc12
    0.9	10	-9	-4	1	3	1	2.3	-2	-5
- CCCCNC(=O)N1c2ccccc2CC1C (stereo not given)
    1	-2	-14	1	1	-29	1	0.1	-4	-2

Carrying on:
The line under a structure holds: bIAP activator	bIAP inh	TNAP inh no acc	L major viab	FLuc stim CS	APP transl inh	TNAP act hi DEA	RAM inhibit	TNAP inh hi DEA	FLuc inh counter
- O=C(Cn1cccc1C(=O)c1ccccc1)NCCCN1CCOCC1
    0.9	6	-6	6	1	-1	1	-0.2	-1	-4
- O=S(=O)(NCCc1ccc2c(c1)OCCO2)c1cccs1
    0.7	26	-6	-2	1	-3	1	0.6	-2	-3
- O=C(CNC(=O)C(c1ccccc1)c1ccccc1)N/N=C/c1ccc(O)c([N+](=O)[O-])c1
    0.9	7	3	-7	1.1	0	0.9	5.6	5	-6
- Cc1c(C(=O)N2CC(C)OC(C)C2)oc2ccccc12 (stereo not given)
    0.8	22	-10	-4	1.1	-1	1	-0.8	-3	-6
- CCN(CC)S(=O)(=O)c1ccc(NC(=O)C(C)N(c2ccccc2)S(C)(=O)=O)cc1 (stereo not given)
    1.4	-37	-5	2	1.1	-21	1	2.0	2	-6
- COc1cccc(C(=O)Oc2c(Br)cc(Br)cc2/C=N/NC(=O)c2cc(C)[nH]n2)c1
    1.2	-20	-18	78*	1.1	45*	1	4.9	-2	-5
- O=C(O)CN1C(=O)SC(Nc2ccccc2)C1=O (stereo not given)
    0.9	12	-14	-3	1	-4	1	1.4	-1	-4
- Cc1cc(=O)[nH]c(N=N/C(=N/Nc2ccc(O)cc2)c2ccccc2)n1
    0.6	42	45	94*	0.7	-91	0.5	0.7	46	34
- Cc1cc(=O)[nH]c(NN=C2CCC(C(C)(C)C)CC2)n1 (stereo not given)
    1.2	-22	-43	-10	0.9	23	1	-0.2	-2	6
- Cc1ccc(-c2cc(C(=O)OC3CCOC3=O)c3ccccc3n2)c(C)c1 (stereo not given)
    1	2	-8	9	1.1	-3	1	1.3	-5	-5

Going on with the list:
The line under a structure holds: bIAP activator	bIAP inh	TNAP inh no acc	L major viab	FLuc stim CS	APP transl inh	TNAP act hi DEA	RAM inhibit	TNAP inh hi DEA	FLuc inh counter
- COCCNC(=O)NC(=O)CN1CCN(C(c2ccccc2)c2ccccc2)CC1
    1.1	-13	-10	6	1.1	-24	1.1	-0.1	-5	-6
- O=C(CSc1nccc(=O)[nH]1)N1CCCc2ccccc21
    0.9	9	-5	-11	1	-15	1	0.9	-1	-1
- Cc1ccc(C(=O)NC2(C(Cl)Cl)N=C(c3ccccc3)N=C2N)cc1 (stereo not given)
    0.9	5	-4	23	1	-4	1	0.6	0	1
- Cc1cc(C)nc(NCC(O)COc2ccccc2C)n1 (stereo not given)
    1.1	-7	2	5	1.1	-2	1.1	0.6	-6	-8
- O=C(Nc1cc(S(=O)(=O)N2CCOCC2)ccc1N1CCOCC1)c1cnccn1
    0.9	6	-16	-3	1	3	1	-0.1	-1	-1
- CC(C)(C)n1nnnc1CN1CCN(C(c2ccccc2)c2ccccc2)CC1
    1.3	-31	-4	14	1	5	1	1.6	-1	3
- O=C(NC(=S)Nc1ccccc1N1CCCCC1)c1ccccc1
    0.7	33	-11	23	1.1	-12	1	3.3	-1	-8
- Cc1csc(NC(=O)c2ccco2)n1
    1	2	-8	-4	1	-3	1	-0.4	-4	-4
- CCOC1=NN(c2ccc(Cl)cc2)C(=O)/C1=C\N(C)C
    1	3	-4	-1	1	5	1	-0.5	3	-2
- CCOC(=O)c1c(C)[nH]c(C(=O)Nc2ccc(NC(C)=O)cc2)c1C
    1.1	-5	-30	-3	1.1	13	1.1	0.7	-6	-8

Later entries.
The line under a structure holds: bIAP activator	bIAP inh	TNAP inh no acc	L major viab	FLuc stim CS	APP transl inh	TNAP act hi DEA	RAM inhibit	TNAP inh hi DEA	FLuc inh counter
- CCCCC(=O)NC(=S)Nc1nnn(CCC)n1
    1.1	-13	-9	-9	1.1	-12	1	-1.5	-4	-5
- O=C(Nc1cccc(O)c1)c1ccccc1
    1.1	-5	-5	62*	0.9	-38	1	-2.1	-3	10
- CCOC(=O)c1c(C)[nH]c(C(=O)/C(C#N)=C/c2ccc(OC)c(OC)c2)c1C
    0.9	12	9	3	1.1	-15	1	1.8	-1	-12
- COc1ccc(CSc2nc3ccccc3c(=O)[nH]2)cc1F
    0.9	8	-10	-2	1	-7	1.1	1.8	-5	-4
- O=C1c2ccccc2C(=O)N1CCCCSc1nc2ccccc2c(=O)n1CCCN1CCOCC1
    1.1	-6	-7	33	1	-8	1	0.7	-2	-2
- COc1ccc2c(c1)CCC1=C2NC(=S)NC1c1ccc(N(C)C)cc1 (stereo not given)
    0.7	25	5	90*	1	-8	1	0.0	2	-1
- C/C(Cl)=C/Cn1c(SCc2ccc(Cl)cc2)nc2c1c(=O)[nH]c(=O)n2C
    0.9	10	-3	3	1.1	-11	1.1	6.0	-6	-12
- COc1ccc(CCNC(=O)c2cc(CC(C)C)on2)cc1OC
    1	-2	-12	-10	1	20	1.1	0.2	-8	-2
- [O-][N+]1=C2CCC/C(=N\O)C2=NC12CCCCC2
    0.8	15	-16	nt	1.1	nt	1.1	nt	-8	-6
- O=C(CSc1ncn(-c2ccccc2)n1)Nc1ccc2c(c1)OCO2
    1	2	-5	-11	1	12	1	3.5	-2	-3

Of the compounds above, two contain a thiophene ring, fused or not:
The line under a structure holds: bIAP activator	bIAP inh	TNAP inh no acc	L major viab	FLuc stim CS	APP transl inh	TNAP act hi DEA	RAM inhibit	TNAP inh hi DEA	FLuc inh counter
- Cc1cc(-c2n[nH]c(=S)n2-c2ccccc2C)cs1
    1	-1	-7	-5	0.9	-30	1	0.7	-2	13
- O=S(=O)(NCCc1ccc2c(c1)OCCO2)c1cccs1
    0.7	26	-6	-2	1	-3	1	0.6	-2	-3

(cont.)
The line under a structure holds: bIAP activator	bIAP inh	TNAP inh no acc	L major viab	FLuc stim CS	APP transl inh	TNAP act hi DEA	RAM inhibit	TNAP inh hi DEA	FLuc inh counter
- CC1CN=C(N(C(=O)Nc2ccccc2)c2ccc(F)cc2)S1 (stereo not given)
    0.9	6	-5	7	1.1	0	1.1	1.4	-6	-6
- CN(C)C(=O)CSc1n[nH]c(-c2ccco2)n1
    1.2	-25	5	-3	1	-4	0.9	-0.1	5	4
- CCSc1nc2c(c(=O)[nH]c(=O)n2C)n1CC(O)COc1ccccc1C (stereo not given)
    1.2	-16	2	19	1.1	21	1.1	2.1	-11	-6
- Cc1ccc(-n2c(Cc3cccn3C)nnc2SCC(=O)Nc2cc(C)on2)cc1
    0.9	10	-13	4	1.1	-2	1.1	1.4	-9	-6
- Cc1nc(C)c(C(=O)NCc2ccccc2Cl)o1
    1	2	-4	4	1	3	1	-0.1	-2	4
- CCOc1cc(C(=S)N2CCC(O)CC2)ccc1OS(=O)(=O)c1ccc(Br)cc1
    1	-3	-9	10	1	-5	1.1	1.4	-6	-4

From PubChem
